# High-throughput results deposited in PubChem by several laboratories.
# Shn3 inh set2 = reduction of Shn3 3'UTR firefly luciferase signal, primary screen, Schnurri-3 inhibitor project, cell-based, Clone20 osteoblasts, set 2. inhibition, % at 12.5 µM. 360,000 compounds, 0.52% hits. Clone20 osteoblast Shn3 3'UTR firefly luciferase, 24 h;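 active means mean inhibition of at least 75% with every replicate also reaching 75%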;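 further: 0% = median of neutral control wells and 100% = pilot-screen positive control compound; some compounds past the cut are filed as inactive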
# LMP1 NFkB inh = EBV LMP1-driven NF-kappaB luciferase reporter inhibitors, primary screen, cell-based, luminescence, single point. inhibition, % at 12.5 µM. LMP1-induced NF-kappaB luciferase reporter cells. AID 504558, 2011. 350,000 compounds, 0.69% hits; in the data active means inhibition above about 41%;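 further: 0% = neutral control wells and 100% = reference inhibitor control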
# NCOA1 inh = SRC1 coactivator transcriptional activity inhibitors, primary screen, cell-based, luminescence. Nuclear receptor coactivator 1 (Homo sapiens), Q15788. HEK293 GAL4-SRC1 luciferase reporter. inhibition, % at 3.6 µM. 360,000 compounds, 0.12% hits. AID 588354, 2011;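 active means inhibition above the campaign mean plus 3 SD, with each screening campaign given its own cutoff, cut at about 60% in these data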;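 further: 0% = DMSO treated cells and 100% = gossypol at 36 µM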
# Target sequence (Q15788 whole entry, looked up, the tested form may be a part): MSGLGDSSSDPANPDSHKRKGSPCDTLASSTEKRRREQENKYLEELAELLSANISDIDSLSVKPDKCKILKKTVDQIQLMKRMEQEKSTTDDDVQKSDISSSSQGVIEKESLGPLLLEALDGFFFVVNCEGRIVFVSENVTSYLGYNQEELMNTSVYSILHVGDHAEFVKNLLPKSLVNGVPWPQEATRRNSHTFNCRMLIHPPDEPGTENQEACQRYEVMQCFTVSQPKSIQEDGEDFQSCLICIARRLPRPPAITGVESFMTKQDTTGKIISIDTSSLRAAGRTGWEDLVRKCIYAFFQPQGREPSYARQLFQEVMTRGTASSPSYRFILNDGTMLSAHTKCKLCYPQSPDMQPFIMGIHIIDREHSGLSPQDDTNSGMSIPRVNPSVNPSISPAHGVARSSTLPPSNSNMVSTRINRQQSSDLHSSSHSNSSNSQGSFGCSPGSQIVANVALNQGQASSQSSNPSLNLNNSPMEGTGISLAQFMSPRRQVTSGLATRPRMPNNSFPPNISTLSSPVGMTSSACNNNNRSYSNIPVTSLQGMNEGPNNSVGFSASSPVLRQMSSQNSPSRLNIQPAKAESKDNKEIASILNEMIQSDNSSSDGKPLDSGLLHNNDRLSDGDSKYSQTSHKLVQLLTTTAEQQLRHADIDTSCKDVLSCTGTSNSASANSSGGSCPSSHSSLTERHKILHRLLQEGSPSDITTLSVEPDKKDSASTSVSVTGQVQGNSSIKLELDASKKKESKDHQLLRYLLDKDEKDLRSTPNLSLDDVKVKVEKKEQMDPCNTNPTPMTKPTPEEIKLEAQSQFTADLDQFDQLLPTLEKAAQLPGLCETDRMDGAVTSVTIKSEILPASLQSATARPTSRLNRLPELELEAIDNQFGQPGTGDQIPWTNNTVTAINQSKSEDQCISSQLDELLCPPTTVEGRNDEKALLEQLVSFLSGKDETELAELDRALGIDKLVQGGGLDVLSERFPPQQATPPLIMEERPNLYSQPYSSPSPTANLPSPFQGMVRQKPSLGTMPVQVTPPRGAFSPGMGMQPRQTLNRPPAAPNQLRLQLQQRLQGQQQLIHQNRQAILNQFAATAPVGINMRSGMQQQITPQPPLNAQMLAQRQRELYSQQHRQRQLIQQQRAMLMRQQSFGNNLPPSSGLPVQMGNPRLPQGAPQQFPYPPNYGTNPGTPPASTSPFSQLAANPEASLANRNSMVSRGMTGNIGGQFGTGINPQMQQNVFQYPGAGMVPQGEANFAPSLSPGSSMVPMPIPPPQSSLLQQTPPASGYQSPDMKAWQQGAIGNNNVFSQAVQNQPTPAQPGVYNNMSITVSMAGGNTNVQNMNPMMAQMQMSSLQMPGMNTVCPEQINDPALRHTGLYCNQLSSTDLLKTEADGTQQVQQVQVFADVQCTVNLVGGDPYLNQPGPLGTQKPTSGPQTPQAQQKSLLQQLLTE
# NCOA3 inh = SRC3 coactivator transcriptional activity inhibitors, primary screen, cell-based, luminescence. 360,000 compounds, 0.17% hits. HEK293 GAL4-SRC3 luciferase reporter. inhibition, % at 3.6 µM. Nuclear receptor coactivator 3 (Homo sapiens), Q9Y6Q9;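 active means inhibition above a per-campaign cutoff, the mean of all compounds plus 3 SD, cut at about 60% in these data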;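 further: 0% = DMSO-treated cells and 100% = gossypol-treated cells at 36 µM; higher means less SRC3-driven luciferase light from the GAL4 reporter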
# TWEAK Fn14 block = inhibitors of TWEAK-Fn14 signaling, primary screen, luciferase reporter cells, uHTS; AID 1159606, 2016; TWEAK-stimulated Fn14 reporter cells, luciferase luminescence, 8 h; 360,000 compounds, 2% hits; inhibition, % at 10 µM; in the data active means inhibition above about 50%
# KKLEB cytotox = cytotoxicity in KKLEB CF airway cells, primary screen, cytotoxicity control for CF NF-kB inhibitor project, cell-based, uHTS, fluorescence assay plates. KKLEB CF airway cells viability, ATPlite luminescence, overnight; stronger effect = lower value; cells stimulated with P. aeruginosa culture filtrate. activity change (cytotoxicity), % at 5 µM. 360,000 compounds, 0.36% hits;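 active means corrected activity change at or below -50% at 5 µM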
# TRAIL sens C8 = viability loss with TRAIL in NB7+C8 cells, primary screen, TRAIL sensitizer project, cell-based, ATPlite luminescence | inhibition (viability loss, TRAIL sensitization), % at 10 µM | 360,000 compounds, 1% hits | AID 624354, 2012;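 active means compounds causing at least 50% loss of cell viability in the single-dose screen, relative to plate controls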
# TROY NFkB inh = inhibitors of TROY-driven NF-kB signaling, primary screen, Q293 LMP1-TROYcd cells, NF-kB luciferase, uHTS; 360,000 compounds, 0.98% hits; inhibition, % at 10 µM; Q293 LMP1-TROYcd NF-kB luciferase reporter, 4 h; AID 1347056, 2019;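 active means compounds whose plate-normalised and pattern-corrected inhibition of the luciferase reporter signal at the single screening dose is 50% or more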
# NR2F2 inh = NR2F2 transcriptional activity inhibitors, primary screen, cell-based, luciferase reporter, HEK293T, luminescence; inhibition, % at 8.6 µM; 370,000 compounds, 0.7% hits; COUP transcription factor 2 (Homo sapiens), P24468; HEK293T NGFI-A luciferase reporter;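 active means inhibition above a per-plate cutoff, mean inhibition of test wells between control levels plus 3 SD, cut at about 38% in these data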;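 further: cells cotransfected with COUP-TFII expression vector driving the NGFI-A reporter; 0% = median of COUP-TF2 test wells and 100% = reporter-only cells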
# LRH-1 inv ag = LRH-1 (NR5A2) inverse agonists, primary screen, cell-based, luminescence, HEK293T, StAR-luciferase reporter | Nuclear receptor subfamily 5 group A member 2 (Homo sapiens), O00482 | AID 602396, 2012 | LRH-1 transfected, 24 h | 360,000 compounds, 0.13% hits | inhibition, % at 3.6 µM;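 active means inhibition above the mean inhibition of all tested compounds plus 3 SD, cut at about 73% in these data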;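 further: 0% = DMSO wells and 100% = reporter-only cells lacking LRH-1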
# CF NFkB block = inhibitors of PAF-induced NF-kB signaling, primary screen, cell-based, GFP fluorescence, uHTS; AID 588850, 2011; inhibition, % at 5 µM; KKLEB NF-kB-GFP reporter, GFP fluorescence overnight; 360,000 compounds, 0.86% hits;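 active means at least 50% inhibition at 5 µM, scaled per plate between neutral and stimulator controls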;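 further: PAF is a Pseudomonas aeruginosa culture filtrate used as stimulus; plate controls were PAF-stimulated DMSO wells for no effect and unstimulated DMSO wells for full effect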
# The depositor's hits bear a star; · = not tested or not shown. An excerpt (hit frequency here may not be typical).
SMILES,Shn3 inh set2,LMP1 NFkB inh,NCOA1 inh,NCOA3 inh,TWEAK Fn14 block,KKLEB cytotox,TRAIL sens C8,TROY NFkB inh,NR2F2 inh,LRH-1 inv ag,CF NFkB block
COc1ccc(NC(=S)Nc2cccc3cnccc23)cc1,-2,-8,-38,5,-8,2,-2,-18,-12,-16,-1
COc1cccc(CNC(=O)CCNC(=O)c2ccc(Br)o2)c1,16,2,-7,0,-12,-25,-18,2,19,7,16
CCCSc1nnc(NC(=O)Cc2ccc(OC)c(OC)c2)s1,-25,4,-8,13,0,0,-3,11,7,9,-3
CC(C)NC(=O)C1(C)CCN1C(=O)c1c(F)cccc1F (stereo unspecified),-18,·,-4,17,15,5,-14,-1,5,9,-8
CCC1CSC(Nc2ccc(C(=O)/C=C/c3cccc(C)c3)cc2)=N1 (stereo unspecified),-13,-2,-13,-5,52*,-15,8,-11,-5,-13,24
Cc1ccc(S(=O)(=O)Oc2ccccc2/C=C2\SC(=O)NC2=O)cc1,15,7,7,8,11,6,0,6,4,20,16
CC(=O)N1CCN(c2nc(CC(C)C)c3c(c2C#N)CCC3)CC1,4,-1,-13,-3,-13,-14,0,10,5,-1,5
CCCN(CC(=O)Nc1ccccc1C)C(=O)CCN1C(=O)c2cccc([N+](=O)[O-])c2C1=O,18,3,-4,20,-1,2,-13,-23,6,-4,-9
O=C(CC1C[C@H](C(=O)N2CCOCC2)[C@@]2(CCC3CCCC3)c3[nH]c4ccccc4c3CCN2C1=O)NCC12CC3CC(CC(C3)C1)C2 (stereo partly specified),81,12,-19,-8,50*,-8,11,3,-7,6,37
Cc1cc(C(=O)Nc2ccc(OCc3ccccc3)cc2)c(C)o1,-32,-15,-19,-15,-4,4,12,-23,-26,-21,-14
Cc1ccc2c(Cl)cc(Cl)c(OCC(=O)O)c2n1,14,4,-10,15,19,14,-1,4,11,19,0
CC(Oc1ncnc2ccccc12)C(=O)Nc1cccc(S(=O)(=O)N2CCOCC2)c1 (stereo unspecified),-13,-8,1,10,4,7,-9,23,-7,18,-3
CCN(C(=O)COC(=O)c1cc(-c2ccccc2)nc2c1c(C)nn2-c1ccccc1)C1CCS(=O)(=O)C1 (stereo unspecified),4,-3,5,13,-2,-1,-4,-17,-6,0,-19
CC(=O)Nc1ccc(-c2ccnc3c2CC(C)(C(=O)NCC2CC2)O3)cc1 (stereo unspecified),20,·,-34,1,0,6,12,-3,-19,-11,-7
Cn1cnc2c(N/N=C/c3cccs3)ncnc21,-87,-3,-85,-34,13,-6,26,-19,-22,-64,13
CC(C)CCNC(=O)C1CCN(S(=O)(=O)c2ccc3c(c2)CCC(=O)N3)CC1,-11,8,4,-13,-10,-7,-9,5,-11,-6,-13
Cc1cc(-c2nc(C)c(C(=O)NNC(=O)NC(C)C)s2)no1,-10,-11,-12,3,1,3,7,-26,8,-4,-14
COc1ccc(-c2c(NC(=O)c3ccco3)oc3ccc(Cl)cc3c2=O)cc1,-5,11,-8,-5,-23,-8,-7,2,5,12,0
CN(C(=O)c1ccc(N2CCOCC2)c([N+](=O)[O-])c1)C1CCCCC1,-13,-3,-4,-9,-6,-5,3,-13,11,3,10
CCCOc1ccc(/C(O)=C2/C(=O)C(=O)N(CCCn3ccnc3)C2c2cccnc2)cc1 (stereo unspecified),-21,·,8,-8,5,-3,-1,-12,3,-3,-22
C[C@H]1CN([C@@H](C)CO)C(=O)Cc2cc(NS(=O)(=O)c3cn(C)cn3)ccc2O[C@@H]1CN(C)C(=O)Nc1ccc(F)cc1,2,7,5,4,2,3,-6,13,0,-4,10
C=CCC[C@@H](Cc1ccc(F)cc1)C(=O)OCCNC(=O)[C@@H](CC=C)CC(=O)N(CCO)Cc1ccccc1,-11,3,-10,-9,20,8,1,17,1,4,14
CCN(CC)CCCNC(=O)c1cc(-c2ccc(Cl)c(Cl)c2)on1,10,12,7,12,-29,-4,7,-22,·,-11,10
COc1ccc(OCCCCn2c(CO)nc3ccccc32)cc1,30,-2,4,10,69*,-2,-9,11,7,10,0

# Entries of single compounds from above. Screens in order: Shn3 inh set2	LMP1 NFkB inh	NCOA1 inh	NCOA3 inh	TWEAK Fn14 block	KKLEB cytotox	TRAIL sens C8	TROY NFkB inh	NR2F2 inh	LRH-1 inv ag	CF NFkB block
# `Cn1cnc2c(N/N=C/c3cccs3)ncnc21` in the list: -87	-3	-85	-34	13	-6	26	-19	-22	-64	13
# `CN(C(=O)c1ccc(N2CCOCC2)c([N+](=O)[O-])c1)C1CCCCC1` in the list: -13	-3	-4	-9	-6	-5	3	-13	11	3	10

# Carrying on.
SMILES,Shn3 inh set2,LMP1 NFkB inh,NCOA1 inh,NCOA3 inh,TWEAK Fn14 block,KKLEB cytotox,TRAIL sens C8,TROY NFkB inh,NR2F2 inh,LRH-1 inv ag,CF NFkB block
O=C(COc1ccccc1Br)N1CCN(C(=O)c2cccs2)CC1,0,-5,0,-4,-8,6,-4,-8,-9,0,-19
CC(C)C[C@H]1CN([C@@H](Cc2ccc(O)cc2)CN2CCC[C@H]2CN2C(=O)C(=O)NC[C@@H]2Cc2ccccc2)C(=O)C(=O)N1CCc1ccccc1,·,·,·,·,24,·,-14,-2,11,7,·
Cc1cc(C)n2nc(-c3cnn(C)c3C(F)(F)F)cc2n1,-7,-2,-9,6,-10,-2,-6,-33,-4,-13,-22
N#C/C(=N\Nc1ccc(S(=O)(=O)N2CCc3ccccc32)cc1)C(N)=S,20,5,1,7,58*,-9,23,72*,18,16,58*
COc1ccc(CCNC(=O)COC(=O)C23CC4CC(CC(Br)(C4)C2)C3)cc1,-2,-2,-10,-2,70*,-6,8,11,11,50,15
O=S(=O)(c1cccs1)N1CCN(c2ccc(F)cc2)CC1,8,0,0,7,-2,10,17,11,17,2,-11
O=C(NCc1ccc(F)cc1)C1CCC(CNS(=O)(=O)c2ccccc2)CC1 (stereo unspecified),-39,-3,7,0,16,2,-4,20,3,1,11
CCN(Cc1ccccc1)C(=O)c1c[nH]c2ccc(S(=O)(=O)N(C)CCC#N)cc2c1=O,-47,-2,-9,6,1,0,-5,-20,-1,19,-9
Cc1ccccc1-c1nnc(SCc2ccc(F)cc2)o1,-4,-24,-31,-54,-36,15,21,-74,-21,-34,-14
COc1ccccc1/C=N/N1CCN(c2ccc(Cl)cc2)CC1,-3,-8,6,1,-14,0,3,18,-18,-6,-22
Cc1ccc(NC(=O)c2ccc(Oc3ncccn3)cc2)cc1,-43,-17,-43,-50,9,5,2,-65,-21,-73,-25
CCCCN(C(=O)c1cc2c(s1)CCCC2)c1c(N)n(CCC)c(=O)[nH]c1=O,-12,-4,-2,26,10,8,-9,-8,-6,12,10
CC(NC(=O)C(C)(C)C)c1nc2ccccc2n1C (stereo unspecified),-1,7,-6,-7,5,0,-7,11,-3,4,3
N#C/C(=C\c1ccc(N2CCOCC2)cc1)c1ccccc1,-97,-38,-102,-87,-7,3,22,27,-27,-87,-26
CCC(C)CCN1C(Nc2ccccc2)=NC[C@@H]1C (stereo partly specified),4,6,14,-15,-9,-8,6,-17,13,-16,18
Cc1cccc(OCC(O)CN2CC3(C)CC2CC(C)(C)C3)c1 (stereo unspecified),12,0,6,12,15,1,4,23,12,6,-10
CN(C)S(=O)(=O)c1ccc(C(=O)NCCc2ccco2)cc1,-47,-2,-31,-66,-9,-3,2,-20,-22,-36,-16
NC(=O)Cc1ccc(Nc2nnc(-c3ccccc3)c3ccccc23)cc1,-8,-49,-12,-8,-12,14,-9,-8,-12,-14,-11
CCOC(=O)CC1=NN(c2ccccc2)C(=O)C1,13,7,10,3,8,-3,-2,-12,-4,-4,-3
COCCNC(=O)COc1cccc(Oc2ccccc2)c1,-2,-6,-12,2,-5,-3,2,-21,8,15,8
CC(C)Nc1ncnc2c1nnn2Cc1ccccc1,-7,11,-1,15,-3,3,12,3,4,-1,3
Cc1ccn(CC(=O)N2CCCC(N3CCN(c4ccccc4F)CC3)C2)n1 (stereo unspecified),9,0,-8,0,0,-3,9,-11,-3,0,19
c1ccc(Cc2nnc3sc(-c4cccnc4)nn23)cc1,29,1,9,19,7,-8,-16,15,3,8,15
CN(CC(=O)Nc1ccc(Cl)c(C(F)(F)F)c1)C(=O)CC1Sc2ccccc2NC1=O (stereo unspecified),53,12,1,-18,21,-2,1,35,-5,5,-8
Cc1nc2ccccc2n1CC(=O)NC(C)C1CC2CCC1C2 (stereo unspecified),78,19,13,16,12,1,11,13,30,4,10
COc1cc(COCC(O)CN2CCN(Cc3ccccc3)CC2)cc(OC)c1OC (stereo unspecified),0,1,-13,2,-1,-2,-8,-1,4,-6,7
CC(NCc1cc(Br)ccc1OCC(=O)NCc1ccccc1)c1ccccc1 (stereo unspecified),16,5,12,4,-4,-33,4,17,-4,12,18
CCN(CC)CCCN1C(=O)CSC1c1ccc([N+](=O)[O-])cc1 (stereo unspecified),10,8,-3,12,14,4,0,8,21,-7,11
COCCCn1c(SCc2nnc(-c3ccc(OC)c(OC)c3)o2)nc2ccccc2c1=O,25,11,9,10,-11,-14,13,11,-2,-7,19
NC(=O)C1=C[C@@H](C2CCCCC2)C[C@@H](OCCCCO)O1,-19,3,-4,20,6,9,-19,4,0,-4,-3
O=C(NCc1ccc(Cl)cc1)C1CCCN(c2cnccn2)C1 (stereo unspecified),-17,0,12,19,-6,8,6,12,-2,7,-32
CN1CCN(C(=O)c2ccc(Oc3ccc([N+](=O)[O-])cc3)cc2)CC1,4,-8,-3,8,-7,-8,-6,-4,19,15,-17
CC(=O)Nc1sc2c(c1C(c1ccc(Cl)cc1)N1CCOCC1)CCCC2 (stereo unspecified),·,-7,-15,3,6,2,-5,-12,-11,-6,9
O=C(O)CCCNC(=O)c1cncc(O)c1,-2,6,4,2,4,1,-4,-14,1,-8,4
O=S(=O)(Cc1ccccc1)NCc1cccnc1,-19,1,-57,-10,21,-8,-4,-19,-2,0,17
Cc1ccc(-c2cc(C(=O)NCCCN3CCCC3)c3ccccc3n2)cc1C,-5,-2,-3,14,-22,-10,-3,-9,-8,-4,-26
O=C(NN=Cc1ccccc1C(=O)O)C(=O)NN=Cc1ccccc1C(=O)O,-12,-2,2,-1,18,-2,-13,-10,3,3,-16
O=C(NCCCN1CCOCC1)C(=O)NCc1ccccc1Cl,-94,-25,2,21,1,-25,5,-8,-20,4,-1
COc1cccc(NC(=O)CN2C(=O)CSc3ccc(S(=O)(=O)N4CCCCC4)cc32)c1,-9,-2,15,-20,0,11,-2,-3,23,1,-14
